Compound activity (PubChem BioAssay)
TbPYK inhibitor = inhibitors of Trypanosoma brucei pyruvate kinase | TbPYK enzyme, Kinase-Glo Plus ATP luminescence, 45 min | Q57TT1 | hit rate 0.12% among 410,000 | Potency, µM (top dose mostly 76.8 µM), for inactives: at the top dose activity, negative = inhibition, usual class: inhibitors; note: potency is the fitted concentration of half-maximal effect; % is set by controls: 0 for no effect and ±100 for the full control effect; nearly all actives have a fitted effect of over 50% in size
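Quantitative HTS: titrated library compounds versus trypanosomal pyruvate kinase in TEA buffer (pH 7.2) containing KCl, MgCl2, BSA and Tween-20. Reactions were initiated with ADP, 130 uM final. Kinase-Glo Plus luminescence was read after 45 min at RT.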
Pf growth 96h = P. falciparum growth inhibition at 96 hour, primary screen for plastid delayed-death inhibitors; hit rate 6.9% among 320,000; AID 504834; P. falciparum luciferase reporter growth, 96 h; Potency, µM (doses to about 28.7 µM), for inactives: at the highest dose activity change, negative = inhibition, usual class: inhibitors; note: potency is the fitted concentration of half-maximal effect; % is set by controls: 0 for no effect and ±100 for the full control effect
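96 h incubation, 37 C, 5% CO2, of luciferase-reporter P. falciparum-infected RBCs (2% hematocrit, 0.05% parasitemia final) with test compounds; endpoint luminescence.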
Shiga toxin inh = inhibitors of Shiga toxin in Vero cells; inhibition, % at 38.7 µM; Vero cells, Shiga toxin protein synthesis inhibition reporter; AID 2315; hit rate 9.2% among 290,000; in the data active = inhibition mostly above about 28%, no sharp cut-off; inactive = mostly below about 43%; note: 0% is about no effect
LmPK inhibitor = blocks Leishmania mexicana pyruvate kinase activity. purified LmPK, Kinase-Glo ATP luminescence, 1 h. Potency, µM (series often up to 57.5 µM), for the others: at the top dose activity change, negative = inhibition, most hits filed as inhibitors. hit rate 0.37% among 290,000. AID 1721; note: potency is the fitted concentration of half-maximal effect; % is set by controls: 0 for no effect and ±100 for the full control effect
Target sequence (Q27686 whole entry, looked up): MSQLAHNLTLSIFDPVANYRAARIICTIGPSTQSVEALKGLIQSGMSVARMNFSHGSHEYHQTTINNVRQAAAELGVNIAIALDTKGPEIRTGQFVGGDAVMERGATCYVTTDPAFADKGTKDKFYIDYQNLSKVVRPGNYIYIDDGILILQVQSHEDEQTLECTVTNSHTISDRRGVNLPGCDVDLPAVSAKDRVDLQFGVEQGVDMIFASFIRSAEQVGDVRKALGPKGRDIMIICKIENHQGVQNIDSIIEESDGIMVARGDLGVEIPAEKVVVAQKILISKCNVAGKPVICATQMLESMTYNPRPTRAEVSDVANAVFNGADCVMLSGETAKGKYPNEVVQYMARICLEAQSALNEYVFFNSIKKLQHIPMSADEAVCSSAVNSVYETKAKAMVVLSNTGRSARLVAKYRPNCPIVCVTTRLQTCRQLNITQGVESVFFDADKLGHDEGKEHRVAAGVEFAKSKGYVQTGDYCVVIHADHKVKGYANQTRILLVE
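0.1 nM LmPK, 0.5 mM PEP, 0.1 mM ADP; 50 mM imidazole pH 7.2, 7 mM MgCl2, 50 mM KCl; 1 h RT. Kinase-Glo luminescence readout, normalized to no-enzyme (full inhibition) and uninhibited wells.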
Cycloheximide cs = counter-screen hit for Shiga toxin inhibitors, cycloheximide | cell reporter, cycloheximide protein synthesis inhibition counterscreen | max response, % | hit rate 12% among 300,000; in the data active = max response mostly above about 13%, no sharp cut-off; inactive = mostly below about 14%; note: read at 38.3 µM for the half of the compounds with a filed dose; 0% is about no effect
AmpC inh no detg = blocks E. coli AmpC beta-lactamase in detergent-free assay; P00811; AmpC nitrocefin hydrolysis, absorbance 480 nm, 0.0001% Triton; Potency, µM (doses to about 57.1 µM), for the others: at the highest dose activity change, negative = inhibition, actives largely listed as inhibitors; hit rate 0.52% among 330,000; AID 485341;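 note: potency is the fitted concentration of half-maximal effect; plate controls were no compound for no effect and no enzyme for full effect; nearly all actives have a fitted effect of over 20% in size; some results filed as inactive show a strong effect at the top dose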
Target sequence (P00811 whole entry, looked up): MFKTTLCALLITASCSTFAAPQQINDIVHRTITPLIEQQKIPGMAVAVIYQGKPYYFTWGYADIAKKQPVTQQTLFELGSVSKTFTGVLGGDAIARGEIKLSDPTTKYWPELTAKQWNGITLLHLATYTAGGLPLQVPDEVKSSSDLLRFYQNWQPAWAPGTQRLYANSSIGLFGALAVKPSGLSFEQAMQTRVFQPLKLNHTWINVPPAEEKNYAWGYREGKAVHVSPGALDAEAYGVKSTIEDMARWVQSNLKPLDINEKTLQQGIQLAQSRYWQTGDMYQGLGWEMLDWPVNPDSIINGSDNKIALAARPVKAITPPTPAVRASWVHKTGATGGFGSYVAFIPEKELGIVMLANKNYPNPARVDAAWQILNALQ
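AmpC (5.3 nM in the dispensed reagent) in 20 mM phosphate pH 7.0 with 0.01% (detergent screen) or 0.0001% Triton X-100 was preincubated with compounds for 15 min at room temperature. Nitrocefin was then added from an 800 uM solution, and hydrolysis was followed at 480 nm.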
Pf growth 48h = P. falciparum growth inhibition at 48 hours (one generation); P. falciparum luciferase growth in erythrocytes, 48 h; Potency, µM (highest dose often 28.7 µM), for inactives: at the highest dose activity change, negative = inhibition, usual class: inhibitors; hit rate 5.9% among 310,000; AID 504832; note: potency is the fitted concentration of half-maximal effect; % is set by controls: 0 for no effect and ±100 for the full control effect
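Cell-based growth assay: transgenic P. falciparum expressing firefly luciferase, cultured in red cells within RPMI 1640 containing 0.5% w/v Albumax, 24 mM bicarbonate and gentamycin. A drop in luciferase activity indicates inhibition.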
The depositor's hits bear a star; ? = inconclusive; . = not tested or not shown; & = joins results of further samples; [ ] = dose if it differs, or a comment. Unless noted, calls come from the whole dose curve; as a rule, active = well fitted curve in the direction sought with a large enough effect; inconclusive = small, poorly fitted or top-dose-only effect, or another doubt; inactive = no such curve, though single readings can be large; an effect the other way counts as inactive or inconclusive.

cpd	SMILES	TbPYK inhibitor	Pf growth 96h	Shiga toxin inh	LmPK inhibitor	Cycloheximide cs	AmpC inh no detg	Pf growth 48h
1	COc1ccc(NC(=O)C2CCN(C(=O)c3ccccc3)CC2)c(OC)c1	-12%	14%	-13	-5%	7	6%	8%
2	CO/N=C(\C)c1ncc(C(F)(F)F)cc1N1CCOCC1	0%	.	-14	-2%	-3	-12%	1%
3	CCNC(=S)N/N=C/c1cn(Cc2ccccc2F)c2ccccc12	-1%	?	24	7%	17*	-36%	?
4	COc1ccc(S(=O)(=O)NCCCN2CCCC2=O)cc1OC	5%	?	-5	-2%	-3	-11%	75%[activator]
5	O=C(CC1CC2CCC1C2)NC1CCCCCCC1 (stereo not given)	-2%	23%	47	2%	17	-15%	.
6	O=C(O)c1cnc(-c2ccccc2)nc1Sc1ccc(Cl)cc1	-2%	-6%	-16	1%	-2	-15%	24%
7	CCOc1cc(C2C(C#N)=C(N)SC(N)=C2C#N)ccc1OCCN1CCOCC1	-9%	.	0	-9%	1	46%	9.3µM*
8	Cc1nc(C)c(-c2csc(Nc3ccc(C(=O)O)c(O)c3)n2)s1	-18%	?	-5	-2%	6	-14%	-14%
9	COc1cc(CNCc2cccnc2)ccc1OCC(=O)NC(C)(C)C	3%	5%	-8	-3%	1	-22%	-8%
10	Cc1cc(NC(=O)c2ccccc2Cl)ccc1NC(=O)c1ccccc1Cl	0%	142%[activator]	.	1%	-2	-37%	3%
11	COc1ccccc1NS(=O)(=O)c1ccc(NN=C2CCCCC2)c([N+](=O)[O-])c1	2%	?	2	4%	-2	-39%	?
12	CC(C)c1cccc(C(C)C)c1NC(=O)CN1CCCC1	3%	11%	-7	5%	-2	-11%	?
13	CCCCc1cc(=O)oc2cc(C)cc(OCC(=O)Nc3ccccn3)c12	-9%	?	61*	-19%	21*	-15%	4.1µM*
14	CCn1cc(CNC(=O)c2ccc(C)s2)cn1	0%	27%	23	0%	2	-5%	22%
15	N#C/C(=C\c1ccc(-c2cccc([N+](=O)[O-])c2)o1)c1nnc(N2CCOCC2)n1-c1ccccc1	.	?	5	0%	-2	24%	?
16	Cc1cc2cc(CNC(=O)Cc3ccc([N+](=O)[O-])cc3)ccc2[nH]1	0%	?	29	1%	10	-17%	-6%
17	N#Cc1cnn2c(-c3cccc(C(F)(F)F)c3)ccnc12	6%	-22%	-5	-8%	-2	-6%	35%[activator]
18	CCN1CCN(Cc2cc(=O)oc3ccc(C)cc23)CC1	0%	24%	-7	1%	-4	-9%	2%
19	CCOCCCN(C(=O)Cn1nnc(-c2ccc(C)o2)n1)C(C(=O)NCC1CCCO1)c1ccc(F)cc1 (stereo not given)	-2%	?	-6	3%	1	139%[activator]	4%
20	CC(C)(C)NC(=O)CN(C(=O)c1snc(C(=O)NC2CCCCC2)c1N)c1ccc(F)cc1	-6%	?	-19	2%	-4	-5%	7.4µM*
21	Nc1nc(N)c2sc3nc(C(F)(F)F)cc(C(F)(F)F)c3c2n1	0%	?	-4	1%	-3	19%	-28%
22	Nc1nc(-c2ccco2)nn1C(=O)c1ccc(Cl)cc1	6%	8%	11	0%	-4	-31%	7%
23	COc1ccc(CCNCc2ccccn2)cc1OC	-21%	.	-8	-1%	-2	-8%	-10%
24	CCOC(=O)C1(CC2CCCCO2)CCN(S(=O)(=O)c2cc(C)cs2)CC1 (stereo not given)	5%	?	-2	3%	3	53%	?
25	Cc1cc(C)cc(CC(Cc2nc3ccccc3[nH]2)c2nc3ccccc3[nH]2)c1 (stereo not given)	9%	121%[activator]	-3	2%	8	-15%	2.3µM*

Profiles, quoted from the list. Order of screens: TbPYK inhibitor, Pf growth 96h, Shiga toxin inh, LmPK inhibitor, Cycloheximide cs, AmpC inh no detg, Pf growth 48h
N#C/C(=C\c1ccc(-c2cccc([N+](=O)[O-])c2)o1)c1nnc(N2CCOCC2)n1-c1ccccc1 reads ., ?, 5, 0%, -2, 24%, ?
Cc1cc(C)cc(CC(Cc2nc3ccccc3[nH]2)c2nc3ccccc3[nH]2)c1 (stereo not given) reads 9%, 121%[activator], -3, 2%, 8, -15%, 2.3µM*
COc1ccc(NC(=O)C2CCN(C(=O)c3ccccc3)CC2)c(OC)c1 reads -12%, 14%, -13, -5%, 7, 6%, 8%

Remaining list, next part:
cpd	SMILES	TbPYK inhibitor	Pf growth 96h	Shiga toxin inh	LmPK inhibitor	Cycloheximide cs	AmpC inh no detg	Pf growth 48h
26	O=C(CCCCl)Nc1nc(-c2ccc3c(c2)OCCO3)cs1	-8%	123%[activator]	70*	9%	31*	-23%	138%[activator]
27	O=C(C(=O)N1CCCC1CO)N1CCCC1CO (stereo not given)	-1%	-8%	-9	-6%	-4	5%	0%
28	CC1CCCC(C)N1C(=O)CSc1nc2ncnc(N)c2[nH]1 (stereo not given)	2%	0.74µM*	18	-3%	-2	-2%	6%
29	CCC(C)NC(=O)c1ccc(CSCc2ccc(Cl)cc2)o1 (stereo not given)	-1%	12%	2	2%	-1	6%	?
30	Cc1cccc(S(=O)(=O)N(CC(=O)Nc2ccccc2C)Cc2ccco2)c1	-1%	12µM*	24	-1%	11	-3%	.
31	Cc1ccc[n+](CC(=O)Nc2ccc([N+](=O)[O-])cc2Cl)c1	-3%	?	-7	3%	4	-7%	-3%
32	Cc1c(CCC(=O)O)c(=O)oc2cc3occ(-c4ccccc4)c3cc12	0%	?	-12	0%	-1	-13%	-6%
33	FC(F)(F)c1ccccc1NC(=S)N1CCN(c2ncccn2)CC1	5%	35%[activator]	-9	-1%	-4	0%	5%
34	COc1cc(NC(=O)CCS(=O)(=O)c2ccc3c(c2)n(C)c(=O)c(=O)n3C)cc(OC)c1	-1%&-1%	?	-6	-6%	-3	-10%	47%[activator]
35	O=C(c1ccnc(Cl)c1)N1CCCC(Nc2ccc(F)cc2)C1 (stereo not given)	1%	-21%	2	-1%	-2	4%	2%
36	CC(c1c(O)c2ccccc2[nH]c1=O)C1(C)CCC(O)C(C)(C)O1 (stereo not given)	-3%	?	-14	0%	-1	0%	?
37	COc1ccc(C(C(=O)NC2CCCC2)N(CC2CCCO2)C(=O)Cc2cccs2)cc1OC (stereo not given)	6%	10%	-8	3%	-4	60%	-3%
38	CC(C)CSc1nc2c(c(=O)[nH]c(=O)n2C)n1CCc1ccccc1	0%	1%	12	1%	-5	-43%	1%
39	O=C(NCc1nnc(SCC(=O)N2CCCCCC2)o1)c1ccccc1F	1%	-16%	-2	-11%	10	-4%	17%
40	CCOC(=O)C1=C(COC(=O)c2cccc(Cl)c2)NC(=O)NC1C (stereo not given)	1%	17%	-27	-2%	1	4%	18%
41	Cc1cccc(C)c1OCc1cc(C(=O)N(Cc2c(C)nn(C)c2C)C2CC2)no1	2%	-5%	2	1%	-2	149%[activator]	-24%
42	CC/C(=C/c1sc2ccc(C)cc2[n+]1CCCS(=O)(=O)[O-])SC	-20%	13%	-6	-3%	7	-16%	16%
43	CCN(CC)CCCNc1nc(CN2CCOCC2)nc2sc3c(c12)CCC3	-4%	?	-6	2%	-4	-1%	2%
44	C(=NC12CN3CN(CN(C3)C1)C2)c1ccc2c(c1)OCO2	-4%	.	-11	1%	-8	-23%	-10%
45	O=C(NCCS(=O)(=O)N1CCN(c2ccccc2)CC1)c1ccccc1F	1%	17%	.	.	.	-12%	0%
46	Cc1cccn2c(=O)c3c(nc12)N1CCc2ccccc2C1C1(C3)C(=O)NC(=O)N(C)C1=O (stereo not given)	2%	.	-16	5%	14	24%	13µM*
47	COc1ccc(NC(=O)CCCC(=O)c2ccccc2)cc1OC	10%	0%	-2	-8%	14	-16%	13%
48	COc1ccccc1CCCNC(=O)C1CCC(=O)N(CCCN2CCCC2=O)C1 (stereo not given)	3%	-3%	-5	-8%	-2	4%	2%
49	O=C(O)c1cccc(-n2cccc2/C=N/O)c1	-4%	36%[activator]	31	-2%	12	-15%	52%[activator]
50	COC(=O)Cc1csc(NCc2ccccc2)n1	-1%	1%	1	-6%	-3	-18%	4%
51	CN(C)S(=O)(=O)c1ccc(C(=O)Nc2ccc(S(=O)(=O)NC3=NCCCCC3)cc2)cc1	2%	?	1	7%	3	17%	.
52	Cc1ccc(Cl)cc1N1CCN(C(=O)c2cccc3c(=O)c(C)c(-c4ccccc4)oc23)CC1	0%	2.1µM*	-6	3%	4	-5%	9.3µM*
53	CCOc1ccc(OCC)c(S(=O)(=O)NCc2ccc3c(c2)OCO3)c1	3%	142%[activator]	-12	14%	-2	-14%	.
54	COc1cccc(OCC(O)CN2CCN(c3ccccc3)CC2)c1 (stereo not given)	7%&6%	21%&-18%	-5&6	-5%&-2%	-7&-6	2%&9%	31%&-9%
55	NC(=O)c1ccsc1NC(=O)c1coc2ccccc2c1=O	?	493%[activator]	104*	-19%	24*	-14%	96%[activator]
56	CN(CC(=O)Nc1cccc(F)c1)C(=O)c1ccc(OCc2ccccc2)cc1	0%	2%	.	.	.	-21%	?
57	COc1ccc(C)cc1-n1ccn(CC(=O)Nc2ccc(Br)cc2F)c(=O)c1=O	-1%	-3%	.	.	.	-13%	-4%
58	O=C(Nc1ccccc1)Nc1ccc(F)cc1F	2%	-1%	96*	-13%	40*	-28%	84%[activator]
59	COc1ccc([C@H]2CC(=O)C=C(c3cc4ccccc4s3)C2)cc1	-6%	37%[activator]	.	.	.	-14%	4%
60	O=C(O)C(Cc1c[nH]c2ccccc12)NS(=O)(=O)c1ccc(Br)cc1 (stereo not given)	0%	29%	21	-3%	-1	-25%	19%

Fetched by compound from above:
cpd	SMILES	TbPYK inhibitor	Pf growth 96h	Shiga toxin inh	LmPK inhibitor	Cycloheximide cs	AmpC inh no detg	Pf growth 48h
57	COc1ccc(C)cc1-n1ccn(CC(=O)Nc2ccc(Br)cc2F)c(=O)c1=O	-1%	-3%	.	.	.	-13%	-4%
51	CN(C)S(=O)(=O)c1ccc(C(=O)Nc2ccc(S(=O)(=O)NC3=NCCCCC3)cc2)cc1	2%	?	1	7%	3	17%	.
56	CN(CC(=O)Nc1cccc(F)c1)C(=O)c1ccc(OCc2ccccc2)cc1	0%	2%	.	.	.	-21%	?
53	CCOc1ccc(OCC)c(S(=O)(=O)NCc2ccc3c(c2)OCO3)c1	3%	142%[activator]	-12	14%	-2	-14%	.
52	Cc1ccc(Cl)cc1N1CCN(C(=O)c2cccc3c(=O)c(C)c(-c4ccccc4)oc23)CC1	0%	2.1µM*	-6	3%	4	-5%	9.3µM*
55	NC(=O)c1ccsc1NC(=O)c1coc2ccccc2c1=O	?	493%[activator]	104*	-19%	24*	-14%	96%[activator]
